Bioassay records as filed in PubChem BioAssay.
CHX counter: Cycloheximide Counterscreen for Small Molecule Inhibitors of Shiga Toxin; cell reporter, cycloheximide protein synthesis inhibition counterscreen; max response, %; 300,000 tested, 12% active; AID 2314, 2010; in the data active = max response mostly above about 13%, no sharp cut-off; inactive = mostly below about 14%; note: read at 38.3 µM for the half of the compounds with a filed dose; 0% is about no effect
AmpC inh no detg: qHTS Inhibitors of AmpC Beta-Lactamase (assay without detergent); P00811; AmpC nitrocefin hydrolysis, absorbance 480 nm, 0.0001% Triton; Potency, µM (series often up to 57.1 µM), without a hit: at the top dose activity change, negative = inhibition, most hits filed as inhibitors; 330,000 tested, 0.52% active; AID 485341, 2010;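 note: potency is the fitted concentration of half-maximal effect; plate controls were no compound for no effect and no enzyme for full effect; nearly all actives have a fitted effect of over 20% in size; some results filed as inactive show a strong effect at the top dose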
Target sequence (P00811 whole entry, looked up): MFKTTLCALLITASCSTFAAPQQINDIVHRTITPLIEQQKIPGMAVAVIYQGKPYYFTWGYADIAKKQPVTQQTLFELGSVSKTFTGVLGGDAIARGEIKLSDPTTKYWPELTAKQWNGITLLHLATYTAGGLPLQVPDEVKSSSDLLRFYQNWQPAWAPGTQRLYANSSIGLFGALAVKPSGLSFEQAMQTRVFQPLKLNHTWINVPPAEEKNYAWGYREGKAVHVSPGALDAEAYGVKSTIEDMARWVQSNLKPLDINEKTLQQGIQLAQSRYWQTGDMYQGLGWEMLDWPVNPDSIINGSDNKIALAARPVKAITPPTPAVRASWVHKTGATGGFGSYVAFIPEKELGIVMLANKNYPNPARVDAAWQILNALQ
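20 mM phosphate pH 7.0 + 0.01% (detergent screen) or 0.0001% Triton X-100; 5.3 nM AmpC reagent; cpd preinc 15 min RT; nitrocefin (800 uM stock) to start; A480 q20 s × 4 min; Activity was normalised to no-enzyme and no-compound control wells.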
Tb PYK inh: qHTS of Trypanosoma Brucei Inhibitors; Potency, µM (top dose mostly 76.8 µM), for inactives: at the highest dose activity, negative = inhibition, most hits filed as inhibitors; AID 624173, 2012; 410,000 tested, 0.12% active; TbPYK enzyme, Kinase-Glo Plus ATP luminescence, 45 min; note: potency is the fitted concentration of half-maximal effect; % is set by controls: 0 for no effect and ±100 for the full control effect; nearly all actives have a fitted effect of over 50% in size
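Enzyme and substrate buffer are dispensed first and compound is pin-transferred. ADP at 130 uM final then starts the reaction, which runs 45 min at room temperature. Detection reagent is added for 10 min before luminescence is imaged.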
Shiga toxin inh: A qHTS for Small Molecule Inhibitors of Shiga Toxin; Vero cells, Shiga toxin protein synthesis inhibition reporter; inhibition, % at 38.7 µM; 290,000 tested, 9.2% active; in the data active = inhibition mostly above about 28%, no sharp cut-off; inactive = mostly below about 43%; note: 0% is about no effect
* marks the source's active call; other numbers are inactive results; i = inactive; nt = no result given; & = joins results of further samples; [ ] = another dose, or the depositor's remark. Unless noted, calls come from the whole dose curve; as a rule, active = well fitted curve in the direction sought with a large enough effect; inconclusive = small, poorly fitted or top-dose-only effect, or another doubt; inactive = no such curve, though single readings can be large; an effect the other way counts as inactive or inconclusive. The list is partial (hit frequency here may not be typical).

nr	SMILES	Shiga toxin inh	Tb PYK inh	AmpC inh no detg	CHX counter
1	CSCC[C@H](NC(=O)CNC(=O)CNC(=O)[C@H](CO)NC(=O)[C@H](CCCNC(=N)N)NC(=O)[C@H](CO)NC(=O)[C@H](CC(C)C)NC(=O)[C@H](CC(C)C)NC(=O)CNC(=O)[C@H](C)NC(=O)[C@H](CC(C)C)NC(=O)[C@H](CCCNC(=N)N)NC(=O)[C@H](Cc1cnc[nH]1)NC(=O)[C@@H](NC(=O)[C@@H](N)C(C)C)[C@@H](C)O)C(=O)N[C@H](C(=O)N[C@@H](CCCCN)C(=O)N[C@@H](CO)C(=O)N[C@@H](CC(N)=O)C(=O)N[C@@H](Cc1ccccc1)C(=O)N[C@H](C(=O)N1CCC[C@H]1C(=O)N[C@H](C(=O)N[C@@H](CC(N)=O)C(=O)N[C@H](C(=O)NCC(=O)N[C@@H](CO)C(=O)N[C@@H](CCCCN)C(=O)N[C@@H](C)C(=O)N[C@@H](Cc1ccccc1)C(N)=O)C(C)C)[C@@H](C)O)C(C)C)C(C)C	8	nt	nt	-4
2	COC(=O)C(O)C(O)(CCC(C)C)C(=O)OC1C(OC)=CC23CCCN2CCc2cc4c(cc2C13)OCO4 (stereo not drawn)	-27	nt	nt	-12
3	O=C1C[C@@H](c2ccc(O)cc2)Oc2cc(O[C@@H]3O[C@H](CO)[C@@H](O)[C@H](O)[C@H]3O)cc(O)c21	-4	nt	nt	7
4	C[C@@H](NC(=O)[C@@H](N)Cc1ccc(O)cc1)C(=O)NCC(=O)N(C)[C@@H](Cc1ccccc1)C(=O)NCCO	-10	nt	nt	-2
5	CCOC(=O)N(C)C(=O)CSP(=S)(OCC)OCC	-11	nt	nt	-11
6	COc1ccc(-c2c(C3C4C=CCCC4(C)C(=O)N3Cc3ccccc3)ccc3ccccc23)cc1OC (stereo not drawn)	10	nt	nt	9
7	CC[C@H](C)[C@H](NC(=O)[C@H](Cc1ccc(O)cc1)NC(=O)[C@@H](NC(=O)[C@H](CCCNC(=N)N)NC(=O)[C@@H](N)CC(=O)O)C(C)C)C(=O)N[C@@H](Cc1cnc[nH]1)C(=O)N1CCC[C@H]1C(=O)N[C@@H](Cc1ccccc1)C(=O)N[C@@H](Cc1cnc[nH]1)C(=O)N[C@@H](CC(C)C)C(=O)N[C@@H](CC(C)C)C(=O)N[C@H](C(=O)N[C@@H](Cc1ccc(O)cc1)C(=O)N[C@@H](CO)C(=O)O)C(C)C	2	nt	nt	-5
8	COc1ccc(C2/C=C\CN(Cc3ccccc3)CC(=O)N2Cc2ccc(F)cc2)cc1 (stereo not drawn)	14	nt	nt	8
9	CC1=C2CC3C(CC=C4C[C@@H](O)CC[C@@]43C)[C@@H]2CC[C@]12O[C@@H]1C[C@H](C)CN[C@H]1[C@H]2C (stereo partly drawn)	-7	nt	nt	12
10	CC12CCC=CC1C(c1ccc3ccccc3c1)N(Cc1ccccc1)C2=O (stereo not drawn)	-5	nt	nt	1
11	CC(C)CCCC(C)CCCC(C)CCCC(C)C(=O)O (stereo not drawn)	21	nt	nt	-3
12	COc1ccc(C2/C=C\CN(C(=O)C3CCCC3)C(C)C(=O)N2Cc2ccc(F)cc2)cc1 (stereo not drawn)	-2	nt	nt	4
13	COc1ccc(C2C=C3CNS(=O)(=O)C3CC2OC(=O)c2cccc(C)c2)cc1 (stereo not drawn)	-8	nt	nt	-6
14	COc1cc(OC)c2c(c1C(CCN1CCN(c3ccccc3)CC1)c1ccc(N(C)C)cc1)OC(=O)CC2c1ccc(N(C)C)cc1 (stereo not drawn)	3	nt	nt	2
15	CC(Cc1ccc(C(C)(C)C)cc1)CN1CC(C)OC(C)C1 (stereo not drawn)	-5	nt	nt	1
16	O=C(Nc1ncnc2c1ncn2[C@@H]1O[C@@H]2COP(=O)(O)O[C@H]2[C@H]1O)c1ccccc1	-11	nt	nt	-7
17	CC(C)=CCC/C(C)=C/CC/C(C)=C/CC/C(C)=C/C(=O)O	12	nt	nt	1
18	O=c1cc(N2CCNCC2)oc2c(-c3ccccc3)cccc12	-7	nt	nt	0
19	C#Cc1cccc2c1c(C(=O)c1ccc(Cn3c(C)nc4cnccc43)c(F)c1)cn2C(=O)N(C)C	-2	nt	nt	-1
20	COc1ccc(-c2ccc(F)cc2)cc1C1C2C=CCC(C)C2C(=O)N1Cc1ccccc1 (stereo not drawn)	-2	nt	nt	0
21	C=C1CCN(C(CC(C)C)C(=O)NCCCc2ccccc2)S(=O)(=O)c2ccccc21 (stereo not drawn)	-5	nt	nt	10
22	CC[C@]12C=CCN3CC[C@@]4(c5ccc(OC)cc5N(C)[C@H]4[C@@](O)(C(=O)OC)[C@@H]1OC(C)=O)C32 (stereo partly drawn)	-6	nt	nt	-6
23	C=C1CCN(C(CC(C)C)C(=O)NCc2ccc(Cl)c(Cl)c2)S(=O)(=O)c2ccccc21 (stereo not drawn)	-9	nt	nt	-2
24	CCc1c2c(nc3ccc4c(c13)OCCO4)-c1nc3ccccc3c(=O)n1C2	-1	nt	nt	-8
25	CC(=O)C[C@@H](c1ccccc1)c1c(O)c2ccccc2oc1=O	-7	nt	nt	1
26	N[C@@H]1CCN(O)C1=O	1	nt	nt	-9
27	Fc1ccc(C2=NCCC(c3ccccc3)O2)cc1 (stereo not drawn)	i	nt	nt	17
28	COC(=O)C1=C[C@@H](C(=O)OC)C2C3=C(C(=O)[C@]2(CC(C)C)NC(=O)c2ccccc2)[C@H](C)n2c(=O)n(-c4ccccc4)c(=O)n2[C@@H]3C1 (stereo partly drawn)	-8	nt	nt	-3
29	Cc1ccccc1C1CC(=O)Oc2cc(C)c(Br)c(C)c21 (stereo not drawn)	i	nt	nt	6
30	N[C@@H](COC(c1cccc(F)c1)c1ccccc1OCc1ccccc1)C(=O)O (stereo partly drawn)	-6	nt	nt	-8

Continued.
nr	SMILES	Shiga toxin inh	Tb PYK inh	AmpC inh no detg	CHX counter
31	CCC1CC=CC2C1C(=O)N(Cc1ccccc1)C2c1ccc2ccccc2c1 (stereo not drawn)	-3	nt	nt	-5
32	COc1ccc(C2=Nn3c(nnc3-c3cc(OC)ccc3OC)SC2)c(OC)c1	-4	nt	nt	-6
33	CCC(=O)NCCCC[C@H](NC(=O)OCc1ccccc1)C(=O)Nc1ccc2c(C)cc(=O)oc2c1	-5	nt	nt	-3
34	O=C(O)CCc1cc(F)c(S(=O)(=O)N2CCN(S(=O)(=O)c3ccc4c(c3)OCCO4)CC2)cc1F	-6	nt	nt	-2
35	COc1ccc(C2C3C=CCCC3(C)C(=O)N2Cc2ccccc2)cc1Cl (stereo not drawn)	-4	nt	nt	0
36	O=P1(Oc2ccccc2)CC=CC(COCc2ccccc2)O1 (stereo not drawn)	3	nt	nt	17
37	C[C@H](NC(=O)CNC(=O)[C@@H](NC(=O)[C@H](Cc1ccccc1)NC(=O)CNC(=O)CNC[C@@H](N)Cc1ccccc1)[C@@H](C)O)C(=O)N[C@@H](CCCN=C(N)N)C(=O)N[C@@H](CCCCN)C(=O)N[C@@H](CO)C(=O)N[C@@H](C)C(=O)N[C@@H](CCCN=C(N)N)C(=O)N[C@@H](CCCCN)C(N)=O	-10	nt	nt	-2
38	O=C1CCCC2CCCCN12 (stereo not drawn)	i	nt	nt	1
39	C=Cc1cc2c(s1)c1cnn(Cc3ccccc3F)c(=O)c1n2C	-6	nt	nt	-4
40	COc1cccc2c1N(C)C(=O)CC21C=CC(=O)C=C1	9	nt	nt	3
41	CCOC(=O)C1=C(C)NC(=S)NC1c1cccc(O)c1 (stereo not drawn)	25&-6	nt	nt	-9&-12
42	CC(C)CC1NC(=O)c2cc(Cl)ccc2-n2c1nc1cc(F)ccc1c2=O (stereo not drawn)	nt	nt	-22%	nt
43	O=C(NCc1cc(C(F)(F)F)ccc1Cl)c1cccc2c1C(=O)c1ccc(Cl)cc1S2(=O)=O	nt	nt	-28%	nt
44	O=C(COC(=O)c1cncc(Br)c1)NC12CC3CC(CC(C3)C1)C2	nt	nt	-13%	nt
45	CC(C)CC1NC(=O)c2ccccc2-n2c1nc1ccc(Cl)cc1c2=O (stereo not drawn)	nt	nt	-20%	nt
46	C[C@]12CCC3C(CC[C@H]4C[C@H](O)CC[C@]34C)C1C[C@@H](CCCCl)[C@@H]2O (stereo partly drawn)	nt	nt	-29%	nt
47	Cc1ccc2c(c1)-n1c(nc3cc(C)ccc3c1=O)C(Cc1ccccc1)NC2=O (stereo not drawn)	nt	nt	-9%	nt
48	C[C@]12CCC3C(CC[C@H]4C[C@@H](O)CC[C@]34C)C1C[C@H](Br)[C@@H]2O (stereo partly drawn)	nt	nt	-1%	nt
49	C#C[C@]1(O)[C@H](O)CC2C3CC[C@H]4C[C@@H](O)CC[C@]4(C)C3CC[C@@]21C (stereo partly drawn)	nt	nt	-16%	nt
50	Cc1ccc2c(c1)-n1c(nc3ccc(C)cc3c1=O)C(Cc1ccc(O)cc1)NC2=O (stereo not drawn)	nt	nt	-39%	nt
51	CC(C)CC1NC(=O)c2ccc(Cl)cc2-n2c1nc1ccc(F)cc1c2=O (stereo not drawn)	nt	nt	-27%	nt
52	O=C1NC(Cc2ccc(O)cc2)c2nc3cc(F)ccc3c(=O)n2-c2cc(Cl)ccc21 (stereo not drawn)	nt	nt	-29%	nt
53	Cc1ccc2nc3n(c(=O)c2c1)-c1ccccc1C(=O)NC3Cc1ccc(O)cc1 (stereo not drawn)	nt	nt	-59%	nt
54	C=C1/C=C(\C)[C@](C)(O)C[C@H](O)CC(=O)[C@H](O)[C@@H](O)[C@H](C)C[C@H](C)OC(=O)/C(C)=C/CC/C=C/[C@@H]2O[C@H]2C[C@H](C)C1	nt	nt	308%[activator]	nt
55	Cc1ccc2c(c1)-n1c(nc3ccc(Cl)cc3c1=O)C(CC(C)C)NC2=O (stereo not drawn)	nt	nt	-33%	nt
56	O=C1NC(Cc2ccc(O)cc2)c2nc3ccccc3c(=O)n2-c2cc(Cl)ccc21 (stereo not drawn)	nt	nt	-42%	nt
57	Cc1ccc2c(c1)-n1c(nc3ccccc3c1=O)C(Cc1ccccc1)NC2=O (stereo not drawn)	nt	nt	-27%	nt
58	Cc1ccc2c(c1)-n1c(nc3ccc(C)cc3c1=O)C(Cc1ccccc1)NC2=O (stereo not drawn)	nt	nt	31%	nt
59	COc1ccc2nc3n(c(=O)c2c1)-c1cc(C)ccc1C(=O)NC3Cc1ccc(O)cc1 (stereo not drawn)	nt	nt	-6%	nt
60	CCOC(=O)[C@H]1[C@H]2COc3cc(OC)ccc3[C@@H]2N2C(=O)[C@@H](CO)NC(=O)[C@@]12C	nt	nt	-1%	nt

Full records, quoted from the list:
C#C[C@]1(O)[C@H](O)CC2C3CC[C@H]4C[C@@H](O)CC[C@]4(C)C3CC[C@@]21C (stereo partly drawn) is listed as Shiga toxin inh = nt; Tb PYK inh = nt; AmpC inh no detg = -16%; CHX counter = nt
CC(C)CC1NC(=O)c2cc(Cl)ccc2-n2c1nc1cc(F)ccc1c2=O (stereo not drawn) is listed as Shiga toxin inh = nt; Tb PYK inh = nt; AmpC inh no detg = -22%; CHX counter = nt
C[C@]12CCC3C(CC[C@H]4C[C@H](O)CC[C@]34C)C1C[C@@H](CCCCl)[C@@H]2O (stereo partly drawn) is listed as Shiga toxin inh = nt; Tb PYK inh = nt; AmpC inh no detg = -29%; CHX counter = nt

Next section.
nr	SMILES	Shiga toxin inh	Tb PYK inh	AmpC inh no detg	CHX counter
61	Cc1c(NC(=O)Nc2ccccc2C(F)(F)F)sc2nc3n(c(=O)c12)CCC(C)CC3 (stereo not drawn)	nt	1%	nt	nt
62	CN(C)c1ccc(-c2csc(C(O)c3ccc(F)c(F)c3)n2)cc1 (stereo not drawn)	nt	2%	nt	nt
63	Cc1c(C(=O)N2CCCCCC2)c(S(=O)(=O)N(Cc2ccccc2)C(C)(C)C)c(C)n1C	nt	0%	nt	nt
64	CC1(C)CC(=O)C(C=Nc2ccncc2)=C(O)C1	nt	-6%	nt	nt
65	Cc1nc(C(F)(F)F)ccc1C(=O)N1CCC1(C)C(=O)NS(=O)(=O)c1ccc(F)cc1F (stereo not drawn)	nt	-1%	nt	nt
66	COc1ccc(NC(=O)CSc2n[nH]c(-c3ccccc3)n2)cc1Cl	nt	-6%	nt	nt
67	CCOC(=O)c1c(C)[nH]c(C(=O)COC(=O)[C@H](C)N2C(=O)C3CCCCC3C2=O)c1C (stereo partly drawn)	nt	2%	nt	nt
